Screening data from PubChem BioAssay.
RNase H inhibition: RNase H inhibition, HIV 1 Gag Pol polyprotein, FRET biochemical assay, screening (AID 372); HIV-1 RT RNase H, FRET RNA/DNA substrate fluorescence; higher % means a stronger effect; one-dose inhibition, % at 10 µM; IC50 in µM for titrated hits; 100,000 compounds, 0.77% hits; in the data active = inhibition above about 50%
Numbers without * were called inactive. This is a subset. The share of hits here may be higher or lower than overall.

SMILES	RNase H inhibition
COc1ccc(S(=O)(=O)N/N=C/c2cccs2)cc1	10%
CCN(CC)c1ccc(Nc2nc(-c3c(C)nc4ncccn34)cs2)cc1	28%
O=C(O)CCCCCN1C(=O)C(=O)/C(=C(/O)c2ccc(F)cc2)C1c1ccc(Cl)cc1 (stereo not given)	9%
COC(=O)c1sccc1NC(=O)/C=C/c1ccc(C(C)(C)C)cc1	10%
CCOC(=O)C1=C(C)N=c2s/c(=C\c3ccc(NC(C)=O)cc3)c(=O)n2C1c1ccc(OC)c(OC)c1 (stereo not given)	21%
Cc1cc(C)c(O)c(NC(=S)NC(=O)c2cccc(Br)c2)c1	11%
CCOc1ccc(OCCOCCOc2ccccc2F)cc1	6%
CCCCN(CCCC)C(=O)CSc1nc2sc(C)c(C)c2c(=O)[nH]1	2%
COc1ccc(C(=O)CC2(O)C(=O)N(C)c3ccccc32)cc1OC (stereo not given)	3%
Cc1ccc(OC(=O)c2ccc([N+](=O)[O-])c(C)c2)cc1C	15%
CCSc1nnc(NC(=O)C(C)(C)C)s1	1%
Cc1ccc(NC(=O)C(C)Sc2ccc(Cl)cc2)cc1 (stereo not given)	4%
CC(=O)C1=C(O)C(=O)N(C)C1c1ccc(Br)cc1 (stereo not given)	0%
Cc1ccc(OCCCN2CCCCC2)c(C)c1	3%
O=c1nc(/C=C/c2cc3c(cc2[N+](=O)[O-])OCO3)cc(C(F)(F)F)[nH]1	3%
COc1ccc(NC(=O)c2cc([N+](=O)[O-])ccc2N2CCN(C)CC2)cc1	14%
CC(C)N1C(=O)/C(=C/c2nc3ccccc3c(=O)n2-c2ccccc2)c2ccccc21	4%
COc1ccc(OC)c(/C=C(\C#N)c2nc(-c3ccc(Cl)cc3Cl)cs2)c1	4%
COC(=O)C1=C(C)NC2=C(C(=O)c3ccccc32)C1c1cc(Br)ccc1OCc1cccc([N+](=O)[O-])c1 (stereo not given)	10%
COc1ccc(S(=O)(=O)NNC(=O)C23CC4CC(CC(C4)C2)C3)cc1	16%
O=C(NC(=S)Nc1ccc(-c2nc3cc(Cl)cc(Cl)c3o2)cc1)c1cccc(Cl)c1	6%
CC1CC(=O)C2=C(C1)OC(N)=C(C#N)C2c1ccsc1 (stereo not given)	0%
Cc1ccccc1C(=O)NC(=S)Nc1ccc2nn(-c3ccccc3)nc2c1	12%
CCC1=NN2C(=N)/C(=C/c3ccc(OC(=O)c4ccc(Cl)cc4)c(OC)c3)C(=O)N=C2S1	28%
COc1ccc(OCCOc2ccc(Cl)cc2/C=C2\SC(N)=NC2=O)cc1	11%
COc1ccc(CCNC(=O)CN(c2ccc(Br)cc2)S(C)(=O)=O)cc1OC	16%
CC1=C(C(=O)OCCOc2ccccc2)C(c2ccc(C)cc2)NC(=O)N1 (stereo not given)	28%
CC(=O)NN1C(=O)/C(=C/c2cc3c(cc2[N+](=O)[O-])OCO3)SC1=S	2%
COc1ccc(-c2cc(C(=O)OCC(=O)c3ccc([N+](=O)[O-])cc3)c3cccc(C)c3n2)cc1	1%
C/C(=N\N1CCN(C2c3ccccc3-c3ccccc32)CC1)c1ccco1	12%
CCOc1ccccc1/C=C1/SC(=S)NC1=O	9%
Cc1ccc(C(=O)Nc2c(C(=O)Nc3cccnc3)cnn2-c2ccccc2)cc1	7%
Cc1cc(Cl)ccc1NC(=O)c1cccc([N+](=O)[O-])c1	5%
COc1cc2c(cc1NC(=O)c1cccc(F)c1)oc1ccccc12	0%
O=C(O/C(=C/c1nc2ccccc2n1Cc1ccc(Cl)cc1)c1ccccc1F)c1ccccc1F	5%
COc1ccc(-c2ccc(/C=C3\SC(N)=NC3=O)o2)c([N+](=O)[O-])c1	18%
CC(=O)NNC(=O)COc1ccc(Br)cc1	0%
CCOC(=O)c1c(-c2ccccc2)oc2ccc(OC(=O)c3ccco3)cc12	4%
O=C1NC(=S)N(c2ccc(Br)cc2)C(=O)/C1=C/c1ccc(N2CCOCC2)o1	24%
CCN(CC)CCCCCOc1cccc(OC)c1	5%
COC(=O)C1=C(C)N(c2cccc(C)c2)C(=O)/C1=C\c1ccc(C(=O)O)cc1	4%
COc1ccc(NC(=O)COc2cc(C)c(Cl)c(C)c2)cc1Cl	20%
O=C(NC(=S)Nc1cccc(SC(F)(F)C(F)(F)C(F)(F)F)c1)c1cccs1	11%
CC(C)Oc1ccc(C(=O)NC(=S)Nc2ccccc2[N+](=O)[O-])cc1	5%
Cc1ccc(NC(=O)c2ccc(C(=O)N(C(C)C)C(C)C)cc2)cc1	0%
Cc1ccc(N(CC(=O)Nc2ccc3ccccc3c2)S(C)(=O)=O)cc1Cl	9%
O=C(Nc1cccnc1)c1cccc(C(=O)Nc2cccnc2)n1	12%
CC(COc1ccccc1)NC(=O)c1nn2c(C(F)(F)F)cc(-c3ccccc3)nc2c1Br (stereo not given)	11%
O=C(O)c1ccccc1C(=O)N1CCN(C(=O)c2ccccc2C(=O)O)CC1	13%
CCc1ccc2oc(-c3cccc(NC(=O)/C=C/c4cccc([N+](=O)[O-])c4)c3)nc2c1	15%
Cc1ccc(C(=O)Nc2ccc(S(=O)(=O)N=C(N)N)cc2)cc1	3%
O=C(/C=C/c1cn(-c2ccccc2)nc1-c1cccnc1)c1ccco1	1%
O=S(=O)(Nc1ccc(Cl)c(Cl)c1)c1ccc(F)cc1	8%
COC(=O)c1ccc(NC(=O)c2ccc(C(=O)Nc3ccc(C(=O)OC)cc3)cc2)cc1	7%
CS(=O)(=O)C1=C(O)C(=O)N(c2ccccc2)C1c1ccccc1 (stereo not given)	8%
O=C(NCCN1CCN(C(=O)c2ccc(Cl)cc2)CC1)c1ccc(Cl)cc1	0%
Cc1ccc(OCCCCCN2CCCC2)cc1	3%
COC(=O)C1=C(C)N(c2ccc(F)cc2)/C(=C/c2ccc(O)cc2)C1=O	5%
CC(=O)c1c(C)oc2c1C(=O)c1ccccc1C2=O	6%
O=[N+]([O-])c1ccc2c(c1)S(=O)(=O)NC2=NCCCN1CCOCC1	0%
Further records follow:
SMILES	RNase H inhibition
C=CCc1c(C)nc2ccc(C(=O)OCC)cc2c1Cl	0%
CC(=O)CC1C(C#N)=C(N(C)C)N(c2ccc([N+](=O)[O-])cc2)c2c1n(C)c1ccccc21 (stereo not given)	23%
CCOC(=O)C1=C(C)N=c2s/c(=C\c3ccc(O)c(OCC)c3)c(=O)n2C1c1ccc(OC)c(OC)c1 (stereo not given)	18%
CN1CCN(C(=O)CN(c2cc(Cl)cc(Cl)c2)S(C)(=O)=O)CC1	4%
O=C(Nc1cccc(F)c1)Nc1cccc(NC(=O)Nc2cccc(F)c2)c1	13%
Cc1ccccc1OCCOc1ccc(/C=c2\sc3nc4ccccc4n3c2=O)cc1	5%
Cc1nc2sc(C#N)c(N)c2c(C)c1CC(=O)c1ccccc1	0%
CCC1CCc2c(sc(N)c2C#N)C1 (stereo not given)	18%
CC(C)c1cccc(C(C)C)c1NC(=O)/C=C/c1ccccc1Cl	23%
O=C(NCCNC(=O)c1c(O)c2ccccc2oc1=O)c1ccccc1	3%
CC(Oc1cccc(Cl)c1)C(=O)NCc1ccncc1 (stereo not given)	3%
Cc1ccc(S(=O)(=O)N=C2C=CC(=O)c3ccccc32)cc1	16%
Cc1cccc(Nc2nc3nonc3nc2N2CCC(Cc3ccccc3)CC2)c1C	22%
O=C1c2ccccc2NC(c2ccc(Cl)c(Cl)c2)N1Cc1ccco1 (stereo not given)	8%
O=[N+]([O-])c1ccc(-c2noc(COc3cccc4ccccc34)n2)cc1	11%
Cc1ccc(OCCNC(=O)CCc2ccccc2)cc1C	0%
COc1cc(OC)c(/C=C2\C(=O)NC(=S)N(c3ccc(Cl)cc3)C2=O)cc1Br	11%
COc1ccc(-n2c(=S)[nH]c3sc4c(c3c2=O)CC(C)(C)SC4)cc1	38%
CCCOC(=O)C1=C(C)NC2=C(C(=O)CC(c3ccc(Cl)cc3)C2)C1c1cc(Br)c(O)c(OCC)c1 (stereo not given)	0%
Cc1cccc(C)c1OCCCSC#N	0%
O=C(Cc1ccccc1)Nc1nnc(-c2ccccc2)s1	2%
Cc1ccccc1OCC(=O)N1CCN(c2ccc([N+](=O)[O-])cc2)CC1	10%
O=C(c1cccc(F)c1)N1CCN(c2ccc([N+](=O)[O-])cc2)CC1	9%
CCc1c(C)nc2[nH]nc(-c3ccccc3)n2c1=O	5%
COc1ccc(-c2nnc(SCC(=O)c3ccc(Cl)cc3)n2-c2ccc(C)cc2)cc1OC	11%
O=C1NC(=Nc2ccc(Cl)cc2)SC1Cc1cccc([N+](=O)[O-])c1 (stereo not given)	6%
C=CCN1C(=O)/C(=C/c2ccc(N(C)C)cc2)C(=O)NC1=S	18%
COc1ccc(OC)c(NC(=S)NC(=O)c2ccc(C)cc2)c1	3%
Cc1ccc([N+](=O)[O-])cc1NC(=O)COc1ccc(Cl)cc1C	13%
Cn1c(=O)c2c([nH]c(=S)n2Cc2ccc(Cl)c(Cl)c2)n(C)c1=O	7%
Ic1ccc(Nc2nc3nonc3nc2N2CCOCC2)cc1	0%
CCOc1cc(C2C(C(=O)OCCOc3ccccc3)=C(C)NC3=C2C(=O)CC(c2ccc(OC)cc2)C3)ccc1OC(C)=O (stereo not given)	4%
O=C(Nc1ccccc1C(F)(F)F)c1cc(Br)ccc1Cl	6%
Cc1c(Cl)cccc1C1OC2(C(=O)c3ccccc3C2=O)C2C(=O)N(c3ccc(Cl)cc3)C(=O)C12 (stereo not given)	26%
CCOc1ccc(NC(=O)CN(c2ccccc2OC)S(=O)(=O)c2ccccc2)cc1	20%
O=C1C(=O)N(c2ccc(C(=O)O)cc2)C(c2cccc([N+](=O)[O-])c2)/C1=C(/O)c1ccccc1 (stereo not given)	0%
CCOc1ccc(NC(=O)c2cc(Br)ccc2I)cc1	3%
Nc1sc(Cc2cccc(C(F)(F)F)c2)c[n+]1CC(=O)c1ccc(Cl)cc1	14%
COc1cc(C2CC(=O)Nc3c2ccc2ccccc32)ccc1OC(=O)c1ccc(Cl)cc1 (stereo not given)	17%
COc1ccc(C(=O)NCCC(C)C)cc1[N+](=O)[O-]	6%
Cc1cccc(NC(=S)NC(NC(=O)c2ccccc2F)C(Cl)(Cl)Cl)c1 (stereo not given)	23%
C=CCn1c(-c2ccc(OC)c(OC)c2)n[nH]c1=S	9%
CO/C(=N\S(=O)(=O)c1ccc(Cl)cc1)c1ccccc1	9%
CCOC(=O)c1ccc(NC(=O)CN(c2ccc(OCC)cc2)S(C)(=O)=O)cc1	12%
O=C(NCc1cc(Br)cc(Br)c1OC(=O)c1ccc([N+](=O)[O-])cc1)c1ccccc1	16%
O=C(NC(=S)Nc1ccc2oc(-c3cccc(F)c3)nc2c1)c1ccc(Cl)cc1	33%
COc1ccccc1NC(=O)COc1cc(C)c(Cl)c(C)c1	15%
Cc1ccc(N2C(=O)c3ccc(C(=O)OCC(=O)c4ccc(C)c([N+](=O)[O-])c4)cc3C2=O)cc1C	30%
COc1ccccc1NCN1C(=O)S/C(=C\c2ccc(C(C)C)cc2)C1=O	2%
Cc1cccc(-c2cc(C(=O)Nc3cccc(Cl)c3)c3ccccc3n2)c1	10%
Cc1ccc(S(=O)(=O)N(CC(=O)Nc2ccc(Cl)c(C(F)(F)F)c2)c2ccccc2)cc1	15%
Cc1cccc(Cc2cnc(NC(=O)c3ccccc3Cl)s2)c1	12%
COC(=O)c1ccccc1NC(=S)NC(=O)c1ccc(C)c(C)c1	18%
COc1ccc(-c2nc3cc(Cl)ccc3o2)cc1	0%
CCOC(=O)c1c(N)sc2c1CCc1ccccc1-2	51%*
CC1=C/C(=N/OC(=O)c2ccccc2)C=CC1=O	4%
Cc1ccc(N=Cc2ccc(OC3CSC3)cc2)cc1C	8%
COc1ccc(CN2CCN(C(=O)c3ccc(-c4ccccc4)cc3)CC2)c(OC)c1OC	12%
Cc1cc(C)c(C(N)=O)c(Nc2ccccc2)n1	5%
COc1cc(/C=C2\SC(=O)NC2=S)ccc1OC(=O)CC1SC(=O)NC1=O (stereo not given)	13%

An excerpt from further up, as a working copy:
SMILES	RNase H inhibition
CO/C(=N\S(=O)(=O)c1ccc(Cl)cc1)c1ccccc1	9%
CCOC(=O)c1ccc(NC(=O)CN(c2ccc(OCC)cc2)S(C)(=O)=O)cc1	12%
O=C(NCc1cc(Br)cc(Br)c1OC(=O)c1ccc([N+](=O)[O-])cc1)c1ccccc1	16%
O=C(NC(=S)Nc1ccc2oc(-c3cccc(F)c3)nc2c1)c1ccc(Cl)cc1	33%
COc1ccccc1NC(=O)COc1cc(C)c(Cl)c(C)c1	15%
Cc1ccc(N2C(=O)c3ccc(C(=O)OCC(=O)c4ccc(C)c([N+](=O)[O-])c4)cc3C2=O)cc1C	30%
COc1ccccc1NCN1C(=O)S/C(=C\c2ccc(C(C)C)cc2)C1=O	2%
Cc1cccc(-c2cc(C(=O)Nc3cccc(Cl)c3)c3ccccc3n2)c1	10%
Cc1ccc(S(=O)(=O)N(CC(=O)Nc2ccc(Cl)c(C(F)(F)F)c2)c2ccccc2)cc1	15%
Cc1cccc(Cc2cnc(NC(=O)c3ccccc3Cl)s2)c1	12%
COC(=O)c1ccccc1NC(=S)NC(=O)c1ccc(C)c(C)c1	18%
COc1ccc(-c2nc3cc(Cl)ccc3o2)cc1	0%
CCOC(=O)c1c(N)sc2c1CCc1ccccc1-2	51%*
CC1=C/C(=N/OC(=O)c2ccccc2)C=CC1=O	4%
Cc1ccc(N=Cc2ccc(OC3CSC3)cc2)cc1C	8%
COc1ccc(CN2CCN(C(=O)c3ccc(-c4ccccc4)cc3)CC2)c(OC)c1OC	12%
Cc1cc(C)c(C(N)=O)c(Nc2ccccc2)n1	5%
COc1cc(/C=C2\SC(=O)NC2=S)ccc1OC(=O)CC1SC(=O)NC1=O (stereo not given)	13%

The list continues.
SMILES	RNase H inhibition
O=[N+]([O-])c1ccccc1C1N(Cc2ccccc2)CCN1Cc1ccccc1	9%
CCCOC(=O)c1ccc(N=Cc2ccc([N+](=O)[O-])cc2)cc1	5%
COc1ccc(/C=C(/NC(=O)c2ccco2)C(=O)Nc2ccc(Cl)cc2)cc1	3%
C/C(=N\NC(=O)c1c[nH]c2ccccc12)c1ccc(C)s1	7%
O=C1OC(c2sc3ccccc3c2Cl)=N/C1=C/c1ccc([N+](=O)[O-])cc1	8%
COc1cc2c(cc1OC)CN(Cc1ccccc1C(F)(F)F)CC2	0%
Cc1ccc(N(CC(=O)Nc2cc(Cl)cc(Cl)c2)S(C)(=O)=O)cc1Cl	14%
